# High-throughput results deposited in PubChem by several laboratories.
# CSM14.1 death rescue: protection against thapsigargin-triggered cell killing – 384-well, CSM14.1, ATP luminescence, primary screen (AID 1222). 190,000 tested, under 10 active. CSM14.1 thapsigargin-induced death rescue, ATP luminescence; higher % means a stronger effect. cellular ATP content (survival), % at 20 µM, or EC50 in µM where a hit was titrated;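 active = EC50 below 50 µM in the dose-response confirmation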;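 note: death triggered by thapsigargin at about 15 µM added after 2 h compound pretreatment; cell ATP read after overnight thapsigargin exposure of roughly 18 to 22 hours; normalized against plate controls of thapsigargin alone and 5% DMSO vehicle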
# Dengue-2 NS5 capping: flavivirus cap methylation enzyme inhibition – biochemical, confirmation dose response, primary screen (AID 588689). Dengue-2 NS5 methyltransferase capping enzyme assay, biochemical; higher % means a stronger effect. one-dose inhibition, % at 25 µM; IC50 in µM for titrated hits. hit rate 0.3% among 340,000; in the data active = a potency from the dose series; inconclusive = inhibition above about 29% without an active follow-up result
# GPR35 arrestin U2OS: GPR35 antagonists blocking zaprinast-driven arrestin recruitment, primary screen, imaging, U2OS, beta-arrestin-GFP, zaprinast agonist (AID 2058); hit rate 0.052% among 290,000; U2OS GPR35 beta-arrestin-GFP translocation imaging, zaprinast antagonism; higher % means a stronger effect; one-dose inhibition, % at 10 µM; IC50 in µM for titrated hits;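 active = inhibition of at least 50% with at least 30 cells and total cytoplasm GFP at most 10,000,000; inconclusive = under 30 cells or total GFP of 10,000,000 plus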
# LYP inhibition: inhibitors of LYP phosphatase, biochemical, fluorescence intensity, uHTS (AID 1779) | recombinant LYP phosphatase, fluorescence intensity; higher % means a stronger effect | inhibition, % at 11.5 µM, or IC50 in µM where a hit was titrated | hit rate 0.054% among 290,000; in the data active = inhibition above about 50%;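 note: plate controls were vehicle with enzyme for no effect and no enzyme for full effect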
# Salmonella PhoP GFP: PhoP-dependent GFP reporter repression – Salmonella Typhimurium, primary screen (AID 1863); one-dose inhibition, % at 50 µM; IC50 in µM for titrated hits; S. Typhimurium PhoP-regulated promoter GFP reporter, 4 h; higher % means a stronger effect; hit rate 0.16% among 300,000;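 active = inhibition over 29.93%, a cutoff 3 SD above the screen mean, later confirmed by dose response; inconclusive = inhibition over 29.93% but no dose response follow-up; inactive = inhibition at most 29.93% or unconfirmed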;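 note: 0% = low Mg2+ inducing control and 100% = high Mg2+ repressing control; strong numbers were not always called active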
# MgcRacGAP inhibition: MgcRacGAP GTPase-activating activity inhibitors, confirmation, biochemical, ADP Hunter fluorescence; inhibition, % at 30 µM, or IC50 in µM where a hit was titrated; AID 624330; hit rate 0.6% among 340,000; MgcRacGAP-stimulated Rac1 GTP hydrolysis, ADP Hunter fluorescence; higher % means a stronger effect; GST-tagged Rac1 F28L mutant substrate;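 active = first-screen hits whose inhibition reached a set limit at any dose in the follow-up dose series; inconclusive = inhibition above the set first-screen limit but never retested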;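 note: fluorescence reports GDP produced by GAP-driven GTP hydrolysis; strong numbers were not always called active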
# West Nile antiviral: inhibition of WNV-induced cytopathic effect – cell-based, CPE readout (AID 1621); West Nile virus-infected cells, CPE inhibition; higher % means a stronger effect; hit rate 0.02% among 290,000; CPE inhibition, % at 10 µM; hits with a dose series show IC50 in µM; in the data active = a potency from the dose series; inconclusive = CPE inhibition mostly from about 3.7% at the one dose, without a potency; inactive = the rest, 99 in 100 with CPE inhibition below about 2.2%; note: strong numbers were not always called active
# RSV antiviral HEp-2: RSV antiviral activity via CPE protection, HEp-2 cells, primary 10 µM value included (AID 2391); HEp-2 cells, RSV-induced CPE inhibition; higher % means a stronger effect; CPE inhibition, % at 10 µM, or IC50 in µM where a hit was titrated; hit rate 0.13% among 310,000; in the data active = a potency from the dose series; inconclusive = CPE inhibition mostly from about 23% at the one dose, without a potency; inactive = the rest, 99 in 100 with CPE inhibition below about 21%; note: strong numbers were not always called active
# SV40 large T antigen: TAg ATPase/helicase activity blockers – biochemical (AID 1903); SV40 large T antigen ATPase/helicase inhibition assay; higher % means a stronger effect; inhibition, % at 20 µM; hits with a dose series show IC50 in µM; hit rate 0.39% among 310,000; in the data active = a potency from the dose series; inconclusive = inhibition mostly from about 32% at the one dose, without a potency; inactive = the rest, 99 in 100 with inhibition below about 32%; note: strong numbers were not always called active
# The depositor's hits bear a star; ? = inconclusive; . = no result given. Rows were taken by chance; about 1.5% have a hit in one of these screens.
# Order of values: CSM14.1 death rescue	Dengue-2 NS5 capping	GPR35 arrestin U2OS	LYP inhibition	Salmonella PhoP GFP	MgcRacGAP inhibition	West Nile antiviral	RSV antiviral HEp-2	SV40 large T antigen
- Cc1ccc(S(=O)(=O)NCCC(=O)NCC(c2ccco2)N2CCCCC2)cc1C (centres undefined)
    .	-8%	.	.	1%	3%	.	-1.5%	26%
- CCOc1ccc(CNC(=O)C(CC)n2nc(C)n3c(cc4occc43)c2=O)cc1OC (centres undefined)
    -2.3%	-1%	0%	2%	13%	9%	-0.3%	0.8%	9%
- CC(=O)NNC(=O)c1cc2sccc2s1
    .	3%	2%	-2%	-10%	-12%	0.5%	.	3%
- CCOc1cc(C(C(=O)NCC2CCCO2)N(C(=O)Cn2nnc3ccccc32)c2cccc(OC)c2)ccc1O (centres undefined)
    .	-2%	-6%	-6%	5%	0%	-0.3%	2.0%	6%
- O=C(Nc1ccc(N2CCN(Cc3ccccc3)CC2)cc1)c1ccccc1[N+](=O)[O-]
    -0.1%	5%	-10%	-2%	6%	12%	-0.6%	0.7%	10%
- CN(C)S(=O)(=O)N1CCC(Oc2cccc(C(=O)NCCCC3CCCC3)c2)CC1
    .	-8%	8%	-3%	6%	4%	?	1.7%	3%
- COc1ccc2cc(CCNS(=O)(=O)c3ccc(NC(C)=O)cc3)c(=O)[nH]c2c1
    .	4%	6%	-8%	9%	12%	0.2%	0.9%	2%
- COc1ccc(N/C=C(\C#N)c2ccc(OCCCF)cc2)cc1
    -3.2%	-7%	-9%	-1%	-1%	-1%	0.5%	6.2%	10%
- CCn1c2c(c(=N)c3c1CCC3)CCC2
    4.7%	-4%	-7%	-16%	-5%	10%	2.9%	15%	5%
- Cc1[nH]n(CCC#N)c(=O)c1CC(=O)N1CCN(c2ccccc2)CC1
    0.2%	-9%	16%	-4%	-10%	13%	0.2%	0.5%	8%
- O=C(Nc1ccc2c(c1)OCO2)C1CCN(Cc2cc3c(cc2O)OCO3)CC1
    .	7%	-8%	-4%	7%	4%	-0.6%	0.4%	16%
- C#CCn1c(=NC(=O)c2cc(Cl)sc2Cl)sc2cc(S(N)(=O)=O)ccc21
    0.3%	-5%	2%	-4%	31%	1%	-1.5%	4.0%	5%
- O=C(NC(=S)N1CCCCC1)c1csc([N+](=O)[O-])c1
    .	.	2%	-8%	-24%	.	-0.3%	0.0%	9%
- Cc1ccc(C(=O)NNC(=O)C2CCN(Cc3ccc(Cl)c(Cl)c3)CC2)cc1
    -1.0%	-2%	-9%	-10%	-18%	8%	-0.2%	0.8%	-1%
- O=C(Nc1ccccn1)c1ccc(=O)[nH]n1
    -3.0%	-11%	6%	0%	25%	6%	0.2%	6.1%	9%
- O=C(CCC(=O)Nc1ccccc1Cl)NNC(=O)c1ccccc1[N+](=O)[O-]
    -2.6%	-6%	1%	-7%	0%	1%	-0.1%	1.2%	6%
- O=C1C=C(N2CCCCCC2)C(=O)N1c1ccc(Cl)cc1
    .	0%	16%	6%	4%	-9%	1.5%	3.2%	7%
- Cc1ccc(C=NCc2ccncc2)c(O)c1
    -1.4%	-7%	-16%	-9%	6%	1%	0.2%	-0.1%	-2%
- O/N=C/c1ccc2cccc(OCc3ccccc3)c2n1
    .	-6%	1%	-5%	2%	6%	-0.1%	1.9%	0%
- O=C(NC1(Cc2ccc(O)cc2)CCCCC1)c1ccccc1
    .	.	-11%	-9%	-1%	1%	-0.8%	2.0%	5%
- COC(Cn1c(C)c(C(C)=O)c(C(C)=O)c1C)OC
    0.3%	5%	6%	-7%	13%	3%	.	2.7%	4%
- CNc1ccc(SC#N)cc1
    4.7%	7%	1%	2%	-7%	29%	0.0%	0.4%	6%
- Cc1nn(CC(=O)O)c(C)c1Cl
    -1.7%	-2%	0%	-2%	-7%	0%	0.3%	0.1%	6%
- Cc1cc(NC(=O)NC2CC(=O)N(c3ccc4c(c3)OCCO4)C2)no1 (centres undefined)
    0.4%	0%	-13%	-3%	4%	6%	-0.5%	3.3%	2%
- O=C(Nc1ccc(NC(=O)c2cccnc2Cl)cc1)c1cccc(Cl)c1
    .	-12%	-10%	-4%	8%	5%	-0.1%	5.5%	-2%
- CCCCOC(=O)Nc1ccc(S(=O)(=O)Nc2nc(C)cc(C)n2)cc1
    -0.4%	-8%	11%	-2%	-1%	6%	-0.4%	-0.1%	5%
- CC(C)(c1ccccc1)c1ccc(OCC(O)CNC2CCN(Cc3ccccc3)CC2)cc1 (centres undefined)
    -1.9%	-12%	30%	-14%	?	51µM*	-1.6%	-4.5%	9%
- O=C(O)c1ccccc1/C=N/NC(=S)NCc1ccccc1
    .	3%	17%	-1%	5%	13%	0.6%	-0.4%	6%
- C=CCn1c(O)c(N=O)c2ccccc21
    .	-2%	16%	-4%	-14%	0%	0.4%	-0.5%	16%
- CCN1C(=O)C(NC(C)=O)c2cc(OC)ccc21 (centres undefined)
    -0.1%	2%	8%	-7%	-5%	12%	-0.2%	0.8%	15%
- Cc1cccc(N2C(=O)CS/C2=N\NC(=O)c2ccc(Br)cc2)c1C
    -2.3%	-3%	7%	-6%	6%	3%	-0.1%	2.8%	3%
- Cc1ccc(-n2c(SCC(=O)O)nc3sc4c(c3c2=O)CCCC4)cc1
    1.7%	-4%	9%	-1%	-13%	7%	0.3%	2.8%	28%
- CC(C)C(NS(=O)(=O)c1cccc2nsnc12)C(=O)Nc1nc2ccc(Cl)cc2s1 (centres undefined)
    0.4%	-6%	12%	-2%	8%	2%	.	-0.4%	2%
- COc1ccc2[nH]cc(C(O)CN3CCC(C(N)=O)CC3)c2c1 (centres undefined)
    1.1%	-2%	-1%	-7%	4%	2%	-0.2%	0.7%	8%
- CC(=O)Nc1ccc(C(=O)OCc2ccc(F)cc2Cl)cc1
    0.2%	-12%	-1%	-5%	8%	7%	-0.2%	4.4%	-2%
- CC1=C(C(=O)Nc2ccccc2)C(c2ccco2)C(C#N)=C(SCC(N)=O)N1 (centres undefined)
    -1.5%	-7%	11%	-3%	-2%	-4%	-0.7%	3.2%	14%
- O=C(CSc1nncc(=O)[nH]1)NCc1ccccc1
    -1.8%	-1%	-1%	-7%	4%	6%	0.5%	0.8%	-2%
- CCCCCCC(=O)Nc1ccc(C(=O)N/N=C/c2cccnc2)cc1
    1.2%	-3%	10%	-1%	7%	3%	0.0%	5.0%	19%
- O=C(C1=C(O)C(=O)N(CCN2CCOCC2)C1c1ccc(F)cc1)c1cccs1 (centres undefined)
    .	-6%	2%	2%	-4%	8%	0.8%	0.8%	9%
- CCCCOc1ccc(C(=O)Oc2cc(C)[nH]c(=O)c2[N+](=O)[O-])cc1
    .	1%	3%	-6%	-17%	7%	0.1%	1.6%	5%
- O=C(Nc1cccc(NC(=O)c2ccccc2F)c1)c1ccccc1
    .	-7%	-9%	-3%	-3%	12%	-0.7%	2.4%	7%
- CCN(CC)c1ccc(CNc2nc3ccccc3n2CCN2CCCCC2)cc1
    1.6%	-4%	-7%	4%	4%	11%	?	-1.2%	3%
- COc1ccc(/C=N\NC(=O)c2ccc([N+](=O)[O-])cc2)cc1COc1c(F)c(F)cc(F)c1F
    .	-6%	12%	-3%	5%	11%	0.9%	2.3%	24%
- COC(=O)C(Cc1ccc(O)cc1)NC(=O)C(C)NC(=O)c1ccc(C(C)(C)C)cc1 (centres undefined)
    .	7%	2%	-6%	9%	6%	-0.2%	3.4%	3%
- COc1ccc(OC)c(NC(=O)CCN2CCCC(C)C2)c1 (centres undefined)
    -0.8%	1%	5%	-5%	-1%	-1%	-0.3%	-0.4%	10%
- CC1CN(C(=S)c2cccc([N+](=O)[O-])c2)CC(C)O1 (centres undefined)
    -0.7%	0%	-8%	-7%	-5%	5%	0.0%	1.0%	21%
- c1cncc(-c2nnc3n2C2(CCCCC2)Cc2ccccc2-3)c1
    0.4%	-1%	-6%	-9%	1%	6%	-0.3%	1.2%	6%
- O=C(NC1CC(=O)N(c2ccccc2)C1)C(=O)c1c[nH]c2ccccc12 (centres undefined)
    .	-3%	.	.	-1%	2%	.	-0.2%	0%
- COc1ccc(N2CCN(C(=O)c3ccc(C(C)(C)C)cc3)CC2)cc1
    1.3%	-14%	9%	-8%	-9%	5%	-0.3%	1.9%	22%
- Cc1nn(Cc2ccccc2)c(Cl)c1/C=C/C(=O)OCC(=O)NC(C)C(C)C (centres undefined)
    2.6%	-6%	-9%	0%	-1%	5%	-0.1%	1.5%	9%
- CCN1CCN(CC(=O)N2N=C(c3cccs3)CC2c2ccc(F)cc2)C(=O)C1=O (centres undefined)
    .	-9%	2%	-5%	-4%	-1%	-0.8%	4.8%	11%
- O=C(NC1CCN(C(=O)NC2CCCCC2)CC1)c1cccc(F)c1
    .	1%	22%	-5%	3%	-7%	0.1%	3.0%	8%

# Compounds from the list above that have a COOH group, in the order listed:
# Order of values: CSM14.1 death rescue	Dengue-2 NS5 capping	GPR35 arrestin U2OS	LYP inhibition	Salmonella PhoP GFP	MgcRacGAP inhibition	West Nile antiviral	RSV antiviral HEp-2	SV40 large T antigen
- Cc1nn(CC(=O)O)c(C)c1Cl
    -1.7%	-2%	0%	-2%	-7%	0%	0.3%	0.1%	6%
- O=C(O)c1ccccc1/C=N/NC(=S)NCc1ccccc1
    .	3%	17%	-1%	5%	13%	0.6%	-0.4%	6%
- Cc1ccc(-n2c(SCC(=O)O)nc3sc4c(c3c2=O)CCCC4)cc1
    1.7%	-4%	9%	-1%	-13%	7%	0.3%	2.8%	28%

# Pulled by structure from above:
# Order of values: CSM14.1 death rescue	Dengue-2 NS5 capping	GPR35 arrestin U2OS	LYP inhibition	Salmonella PhoP GFP	MgcRacGAP inhibition	West Nile antiviral	RSV antiviral HEp-2	SV40 large T antigen
- Cc1nn(Cc2ccccc2)c(Cl)c1/C=C/C(=O)OCC(=O)NC(C)C(C)C (centres undefined)
    2.6%	-6%	-9%	0%	-1%	5%	-0.1%	1.5%	9%
- CC(C)C(NS(=O)(=O)c1cccc2nsnc12)C(=O)Nc1nc2ccc(Cl)cc2s1 (centres undefined)
    0.4%	-6%	12%	-2%	8%	2%	.	-0.4%	2%
- O=C(NC1CC(=O)N(c2ccccc2)C1)C(=O)c1c[nH]c2ccccc12 (centres undefined)
    .	-3%	.	.	-1%	2%	.	-0.2%	0%
